# MEX-5 binding: MEX-5 zinc finger RNA-binding disruptors – biochemical, C. elegans, fluorescence polarization, MLPCN library, primary screen; MEX-5/FITC-TCR2 RNA binding; active compounds read low; activity score (negative = inhibition of binding), % at 10 µM; 300,000 compounds, 0.38% hits;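 active = inhibition past about -25% in most replicates, and total fluorescence under double the plate's negative control median, limit read from the data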;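 note: 0% = DMSO and -100% = 5 µM competing unlabeled TCR2 RNA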
# Target sequence (Q9XUB2 whole entry, looked up): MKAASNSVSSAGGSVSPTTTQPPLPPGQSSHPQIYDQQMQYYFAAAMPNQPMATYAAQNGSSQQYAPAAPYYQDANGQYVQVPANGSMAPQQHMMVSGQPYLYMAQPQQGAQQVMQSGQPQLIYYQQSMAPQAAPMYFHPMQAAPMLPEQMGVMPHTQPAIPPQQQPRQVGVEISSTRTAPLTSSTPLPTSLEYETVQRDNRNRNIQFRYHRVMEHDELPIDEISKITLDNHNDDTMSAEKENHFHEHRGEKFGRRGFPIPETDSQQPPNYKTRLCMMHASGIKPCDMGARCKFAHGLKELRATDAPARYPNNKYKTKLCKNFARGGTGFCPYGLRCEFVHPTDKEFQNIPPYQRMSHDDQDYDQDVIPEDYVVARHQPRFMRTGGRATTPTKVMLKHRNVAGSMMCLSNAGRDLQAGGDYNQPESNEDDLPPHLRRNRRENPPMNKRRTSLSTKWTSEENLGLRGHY
# CIT2 TOR yeast: modulators of CIT2-GFP expression in yeast, primary screen, S. cerevisiae, GFP fusion, multiplex flow cytometry, MLPCN library; S. cerevisiae CIT2-GFP strain, 3 h; 100 means same as DMSO wells; GFP response vs DMSO, % at 10 µM; 320,000 compounds, 0.065% hits; AID 2029, 2009;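 active = GFP response relative to DMSO above a set limit, near the screen mean plus 3 SD, cut at about 150% in these data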;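 note: ratio of well median GFP fluorescence to mean of DMSO wells on the plate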
# Fam108B counter: mouse Fam108B serine hydrolase inhibitors, primary screen, counter-screen for RBBP9 inhibitor project, biochemical, fluorescence polarization; recombinant Fam108B, FP-Rh probe fluorescence polarization; inhibition, % at 9.51 µM; 300,000 compounds, 0.33% hits; AID 1947, 2009;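 active = inhibition above the screen mean inhibition plus 3 SD, computed separately per campaign, cut at about 18% in these data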;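 note: inhibitors lower polarization as less probe binds the enzyme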
# BCLXL inh: inhibitors of human Bcl-xL, primary screen, biochemical, fluorescence polarization, HTS; Bcl-2-like protein 1 (Homo sapiens), Q07817; GST-Bcl-xL / FITC-Bim BH3 peptide fluorescence polarization; inhibition, % at 10.9 µM; 320,000 compounds, 0.7% hits;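 active = inhibition above the mean of all tested compounds plus 3 SD, cutoff set per campaign, cut at about 30% in these data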;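 note: 0% = DMSO wells and 100% = unlabeled Bim-BH3 peptide competitor; inhibitors lower millipolarization by displacing the labeled peptide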
# Target sequence (Q07817 whole entry, looked up): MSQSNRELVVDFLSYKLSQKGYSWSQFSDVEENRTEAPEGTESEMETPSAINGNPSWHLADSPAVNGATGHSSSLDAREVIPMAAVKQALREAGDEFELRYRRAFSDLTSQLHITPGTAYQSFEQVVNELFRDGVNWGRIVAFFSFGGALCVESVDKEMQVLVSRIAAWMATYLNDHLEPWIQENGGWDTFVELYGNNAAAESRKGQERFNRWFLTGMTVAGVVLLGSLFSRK
# AGP1-GFP MLPCN: modulators of AGP1-GFP expression in yeast TOR pathway, primary screen, cell-based, multiplex flow cytometry, S. cerevisiae, MLPCN library | 3 h; GFP as percent of DMSO wells | GFP response vs DMSO, % at 10 µM | 320,000 compounds, 0.02% hits | AID 2066, 2009;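 active = GFP response relative to DMSO above a set limit, near screen average plus 3 SD, cut at about 150% in these data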;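 note: median GFP channel fluorescence of the gated AGP1 strain per well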
# GLD-1 TGE inh: GLD-1/TGE RNA complex disruptors, primary screen, biochemical, fluorescence polarization. Female germline-specific tumor suppressor gld-1 (Caenorhabditis elegans), Q17339. purified GLD-1 + fluorescein TGE RNA. inhibition, % at 5.96 µM. 320,000 compounds, 0.44% hits. AID 2280, 2010;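 active = percent inhibition above a per-plate cutoff, the plate mean of test compounds plus 3 SD, cut at about 30% in these data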;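 note: 0% = DMSO wells with GLD-1 and probe and 100% = wells lacking GLD-1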
# MCL1 BIM primary: inhibitors of MCL1 binding to BIM-BH3, primary screen, biochemical, fluorescence polarization | 320,000 compounds, 0.68% hits | inhibition, % at 10.9 µM | AID 2057, 2009 | GST-MCL1 / FITC-Bim-BH3 fluorescence polarization;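 active = inhibition above the mean inhibition of all tested compounds plus 3 SD, set per campaign, cut at about 40% in these data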;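 note: 0% = DMSO wells and 100% = unlabeled Bim-BH3 peptide control; higher means more loss of mP so more displacement of Bim peptide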
# Target sequence (Q07820 whole entry, looked up): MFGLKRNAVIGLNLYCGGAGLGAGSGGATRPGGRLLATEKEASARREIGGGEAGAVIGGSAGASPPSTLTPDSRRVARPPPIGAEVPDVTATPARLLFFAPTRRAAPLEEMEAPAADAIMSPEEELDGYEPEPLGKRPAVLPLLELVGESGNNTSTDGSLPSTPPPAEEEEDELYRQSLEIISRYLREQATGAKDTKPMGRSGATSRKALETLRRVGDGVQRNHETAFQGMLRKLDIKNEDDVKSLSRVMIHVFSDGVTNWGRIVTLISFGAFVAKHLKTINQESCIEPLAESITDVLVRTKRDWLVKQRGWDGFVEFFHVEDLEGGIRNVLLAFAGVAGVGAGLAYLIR
# VLA-4 inh: inhibition in human VLA-4 binding assay, primary screen, VLA-4 allosteric modulator project, MLPCN library, flow cytometry, VLA-4 expressing cells. 330,000 compounds, 0.2% hits. inhibition, % (about 7 µM as worked out from the volumes in the protocol). ligand binding flow cytometry. Integrin alpha-4 (Homo sapiens), P13612. AID 2557, 2010; in the data active = inhibition above about 50%
# GRK2 aptamer HTS: compounds blocking aptamer binding on GRK2 – biochemical, human GRK2, bead flow cytometry, HTS, primary screen | Beta-adrenergic receptor kinase 1 (Homo sapiens), P25098 | FAM-aptamer displacement from GRK2 | inhibition of aptamer binding, % at 10 µM | 330,000 compounds, 0.59% hits | AID 488847, 2010;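 active = inhibition of aptamer binding above 40%, roughly 3 SD of noise, on plates passing a quality check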;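 note: median bead fluorescence of bound FAM aptamer so fluorescent compounds give negative values; no value below 0 was filed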
# Starred values were filed as active, the others as inactive; / = no result given.
1. COc1cccc(CN2CCN(c3nc4nonc4nc3NC3CC3)CC2)c1
2. O=c1c(C/C=C/c2ccccc2)c(O)ccn1Cc1ccc(Cl)cc1Cl
3. COCCSc1ccccc1C(=O)NCc1ccco1
4. CCCOc1ccc(N2C(=O)CC(SC(=NCC)Nc3cccc(F)c3)C2=O)cc1 (stereo unspecified)
5. O=C(Oc1ccc(C(=S)N2CCOCC2)cc1Br)c1ccccc1F
6. Cc1cc(C)nc(NS(=O)(=O)c2ccc(NC(=O)c3ccc(S(=O)(=O)N(C)C)cc3)cc2)n1
7. O=C(O)CNS(=O)(=O)c1cccc2nsnc12
8. CC(C)C1N(C(=O)N(C)C)CCN1S(=O)(=O)c1ccccc1 (stereo unspecified)
entry no.,1,2,3,4,5,6,7,8
GRK2 aptamer HTS,0,3,4,0,0,3,0,2
AGP1-GFP MLPCN,103,99,109,/,91,96,102,94
MEX-5 binding,-8.3,-1.2,0.7,-0.9,0.1,2.9,0.3,-0.2
MCL1 BIM primary,14,-4,10,0,-8,8,4,-2
VLA-4 inh,-10,-3,-1,4,-4,15,-2,10
CIT2 TOR yeast,108,90,103,106,89,102,85,99
Fam108B counter,0,1,9,1,0,2,4,-5
GLD-1 TGE inh,21,4,-4,-2,-2,5,2,-4
BCLXL inh,27,-2,11,-5,-5,3,3,-3

# Results in CIT2 TOR yeast, for three of the compounds above:
No.	mol	CIT2 TOR yeast
1	COc1cccc(CN2CCN(c3nc4nonc4nc3NC3CC3)CC2)c1	108
2	O=c1c(C/C=C/c2ccccc2)c(O)ccn1Cc1ccc(Cl)cc1Cl	90
3	COCCSc1ccccc1C(=O)NCc1ccco1	103

# Entries of single compounds, quoted from the list. Order of values: GRK2 aptamer HTS, AGP1-GFP MLPCN, MEX-5 binding, MCL1 BIM primary, VLA-4 inh, CIT2 TOR yeast, Fam108B counter, GLD-1 TGE inh, BCLXL inh
# Record of O=C(O)CNS(=O)(=O)c1cccc2nsnc12 → 0, 102, 0.3, 4, -2, 85, 4, 2, 3
# Record of O=c1c(C/C=C/c2ccccc2)c(O)ccn1Cc1ccc(Cl)cc1Cl → 3, 99, -1.2, -4, -3, 90, 1, 4, -2
# Record of COCCSc1ccccc1C(=O)NCc1ccco1 → 4, 109, 0.7, 10, -1, 103, 9, -4, 11
# Record of CC(C)C1N(C(=O)N(C)C)CCN1S(=O)(=O)c1ccccc1 (stereo unspecified) → 2, 94, -0.2, -2, 10, 99, -5, -4, -3

# Further results
9. Cc1cc(C)n(C(=O)Cn2nc(C(F)F)cc2C)n1
10. CC(C)CN(C(=O)CC1OC(=O)c2ccccc21)c1c(N)n(Cc2ccccc2)c(=O)[nH]c1=O (stereo unspecified)
11. COc1ccc(/C=C/C(=O)OCC(=O)Nc2ccc(Cl)cc2F)cc1S(=O)(=O)N1CCOCC1
12. CCOc1ccc(N(CC(=O)Nc2ccccc2)S(C)(=O)=O)cc1
13. CCOc1ccc(S(=O)(=O)N2CCC(C(=O)NC3CC3)CC2)cc1C
14. O=C(c1cccnc1NCc1ccc(F)cc1)N1CCOCC1
15. CCC(=O)N/N=C/c1ccc(-c2ccc([N+](=O)[O-])cc2)o1
16. O=C(COC(=O)CCCCCN=C1NS(=O)(=O)c2ccccc21)Nc1ccc(Cl)c(Cl)c1
entry no.,9,10,11,12,13,14,15,16
GRK2 aptamer HTS,4,1,3,0,0,1,4,0
AGP1-GFP MLPCN,111,94,98,104,101,93,93,95
MEX-5 binding,-3.3,-0.2,2.8,-0.8,-0.8,0.8,-2.0,0.9
MCL1 BIM primary,11,-16,-6,-12,6,8,-5,7
VLA-4 inh,-10,-5,16,1,5,9,0,5
CIT2 TOR yeast,99,88,97,101,103,95,88,97
Fam108B counter,-1,-1,5,3,1,-2,3,-30
GLD-1 TGE inh,3,2,1,1,1,10,5,-1
BCLXL inh,5,-10,0,-10,1,1,-6,0

17. CCOc1ccccc1-c1cc(C(=O)N/N=C/c2ccc(O)c(OC)c2)c2ccccc2n1
18. COc1ccc(CCNC(=O)C(=O)NCC2CCCN2S(=O)(=O)c2ccccc2)cc1OC (stereo unspecified)
19. C=CCN1C(=O)N(c2ccc(Cl)cc2)C(=O)C1CC(=O)Nc1ccc(F)cc1 (stereo unspecified)
20. CCOC(=O)Cc1ccc2sc(-c3ccccc3)nc2c1
21. O=[N+]([O-])c1ccc(S(=O)(=O)N2CCN(c3ccc(N4CCOCC4)nn3)CC2)cc1
22. Cc1cccc(NC(=O)C2(C)CC3c4ccccc4C2c2ccccc23)c1 (stereo unspecified)
23. COc1ccc(CCn2c(O)c(C=Nc3cccc(F)c3)c(=O)[nH]c2=O)cc1OC
24. Cc1ccc(S(=O)(=O)N2CCC(C(=O)Nc3nnc(C)s3)CC2)cc1
entry no.,17,18,19,20,21,22,23,24
GRK2 aptamer HTS,0,0,0,3,0,0,4,0
AGP1-GFP MLPCN,112,102,92,96,91,96,103,100
MEX-5 binding,1.3,3.0,-0.6,-2.0,0.4,2.3,-1.6,-1.5
MCL1 BIM primary,3,-1,-7,2,7,3,0,6
VLA-4 inh,-6,-5,14,9,-4,3,-6,0
CIT2 TOR yeast,119,79,91,99,92,106,95,100
Fam108B counter,-8,-6,3,-3,-1,-6,1,0
GLD-1 TGE inh,3,13,9,4,7,2,-4,9
BCLXL inh,2,0,-2,2,5,3,-4,4

25. COc1ccc2oc(C(=O)NCc3ccco3)c(C)c2c1
26. COc1ccc(NC(=O)CN(C)S(=O)(=O)c2cnc[nH]2)cc1Cl
27. CCN(CC)S(=O)(=O)c1ccc(OC)c(NC(=O)c2cc([N+](=O)[O-])ccc2Cl)c1
28. O=C(CN1CCN(c2ccccc2F)CC1)Nc1nnc(C(F)(F)F)s1
29. COc1ccc(NC(=O)CSc2nncc(=O)n2N)cc1OC
30. Cc1ccc(NC(=S)/N=C(\N)Nc2nc(C)c3ccccc3n2)cc1C
31. Cc1cccc(NS(=O)(=O)c2ccc([N+](=O)[O-])cc2)n1
32. CCOc1ccc(CC(C(N)=O)C(N)=O)cc1CN(C)C
entry no.,25,26,27,28,29,30,31,32
GRK2 aptamer HTS,1,1,2,0,2,0,1,2
AGP1-GFP MLPCN,88,100,100,80,98,96,101,103
MEX-5 binding,1.6,1.4,2.1,0.8,0.8,1.5,3.7,-1.7
MCL1 BIM primary,3,-6,2,-8,7,5,3,-3
VLA-4 inh,2,4,1,39,2,-2,11,1
CIT2 TOR yeast,93,98,97,92,95,100,100,102
Fam108B counter,0,-5,0,1,2,-2,-1,-2
GLD-1 TGE inh,2,-1,0,-3,0,-2,3,2
BCLXL inh,3,-3,3,-3,7,5,2,-2

33. CC1CCCCC12NC(=S)N(c1ccccc1)N2 (stereo unspecified)
34. CN1CCN(c2ccccc2NC(=O)c2ccc(OCc3ccccc3)cc2)CC1
35. COc1ccc(N2CCN(C(=O)CCC(=O)N3Cc4ccccc4Oc4ncccc43)CC2)cc1
36. COC(=O)C1=C(C)N(Cc2ccccc2)C(=NCc2ccccc2)N[C@H]1c1ccccc1
37. COc1ccc(C)cc1NC(=O)C(OC(=O)c1cnccn1)c1ccccc1 (stereo unspecified)
38. COc1ccc(C2NC(=O)NC(C)=C2C(=O)OC2CCC(C)CC2)cc1 (stereo unspecified)
39. CCc1ccc(NC(=O)Cn2cnc3c(=O)n(C)c(=O)n(C)c32)cc1
40. OCCCNc1nnc(-c2ccccc2)c2ccccc12
entry no.,33,34,35,36,37,38,39,40
GRK2 aptamer HTS,/,0,3,0,1,2,1,1
AGP1-GFP MLPCN,108,103,99,84,111,104,113,96
MEX-5 binding,-2.0,/,2.8,/,0.3,2.9,1.6,-1.3
MCL1 BIM primary,-27,3,-11,/,-4,/,-12,1
VLA-4 inh,4,5,9,27,0,-1,0,10
CIT2 TOR yeast,107,94,97,82,99,109,109,100
Fam108B counter,0,-4,-5,/,1,/,4,1
GLD-1 TGE inh,0,2,-9,6,3,/,0,-7
BCLXL inh,-22,4,-1,/,2,/,-8,0

41. Cc1cnc(C(=O)OCc2ccc(Br)cc2)cn1
42. O=C(Nc1ccc(Br)cc1)c1ccccc1CC[N+](=O)[O-]
43. CCOC(=O)N1CCN(C(=O)CCCn2c(=S)[nH]c3ccc(Br)cc3c2=O)CC1
44. O=C(COC(=O)C1CCN(S(=O)(=O)c2ccc3c(c2)OCCO3)CC1)Nc1cc(C(F)(F)F)ccc1Cl
45. C/C(=N\NC(=O)c1nn(C)cc1Br)c1cccc(NC(=O)C2CCCC2)c1
46. C#Cc1ccc([C@@H]2C=C(C(=O)NCc3ccccc3)O[C@H](OCCCCO)C2)cc1
47. CCOC(=O)c1cnc2c(-c3ccccc3OC)c(C)nn2c1C
48. COc1ccc(S(=O)(=O)NCCSC(C)(C)C)cc1
entry no.,41,42,43,44,45,46,47,48
GRK2 aptamer HTS,0,0,0,0,2,4,5,0
AGP1-GFP MLPCN,91,111,106,102,107,89,115,106
MEX-5 binding,-1.3,-1.7,-2.2,4.4,1.2,1.2,-0.6,-2.0
MCL1 BIM primary,-9,10,0,-1,1,-1,6,-9
VLA-4 inh,-9,3,-9,20,6,4,-4,34
CIT2 TOR yeast,87,106,103,95,108,95,112,100
Fam108B counter,1,1,-1,-7,4,-7,5,-3
GLD-1 TGE inh,-6,5,-4,0,-2,-8,-4,1
BCLXL inh,2,11,2,-3,7,-5,-2,1

49. Cc1ccc(-c2noc(CCCC(=O)NC3CCCC3)n2)cc1
50. CCc1ccc(-c2nc(CN3CCC(C(=O)NCCN(CC)c4ccccc4)CC3)c(C)o2)cc1
51. COc1ccc(C)cc1NC(=O)C1CCCN(S(=O)(=O)c2cnc[nH]2)C1 (stereo unspecified)
52. COC(=O)C1=C(C)N(Cc2ccccc2)C(=NCCc2ccccn2)N[C@H]1c1cccc(F)c1
53. C(=N\Nc1nc2ccccc2[nH]1)/c1cccc2cccnc12
54. O=C(O)c1cc(S(=O)(=O)NCc2ccco2)c(Cl)cc1Cl
55. CC(C)n1c(SCC(=O)c2ccc3c(c2)OCCO3)nc2c1c(=O)n(C)c(=O)n2C
56. CCCOc1ccc(-c2c(C(=O)N/N=C/c3ccncc3)nnn2-c2nonc2N)cc1
57. O=S(=O)(c1cccc2nsnc12)N1CCN(C/C=C/c2ccccc2)CC1
entry no.,49,50,51,52,53,54,55,56,57
GRK2 aptamer HTS,0,0,5,0,0,3,0,3,1
AGP1-GFP MLPCN,100,87,111,92,93,88,105,104,104
MEX-5 binding,0.3,0.1,1.3,-3.2,-1.3,-0.5,1.9,1.6,0.0
MCL1 BIM primary,-4,1,-1,0,-9,7,3,0,0
VLA-4 inh,-8,36,-7,8,-12,6,-12,20,7
CIT2 TOR yeast,102,89,107,116,94,93,100,106,104
Fam108B counter,-5,2,-2,1,7,-3,1,-8,-2
GLD-1 TGE inh,-5,2,3,-3,-14,12,3,4,-3
BCLXL inh,0,1,6,1,-6,11,4,0,4

# Assay outcomes from PubChem.
